# Assay outcomes (PubChem BioAssay)
# DT40 TDP1 no CPT – qHTS for Inhibitors of human tyrosyl-DNA phosphodiesterase 1 (TDP1): qHTS in cells in absence of CPT; DT40 Tdp1-/- hTDP1 cells, no CPT, ATP luminescence, 48 h; Potency, µM (titrated, usually from 46.2 µM), without a hit: top-dose activity change, negative = growth inhibition, actives largely listed as inhibitors; 420,000 compounds, 15% hits; AID 686978, 2013; also: nearly all actives have a fitted effect of over 55% in size
#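 Compound effects on proliferation are scored in DT40 Tdp1-/-;hTDP1 cells in the absence of CPT. ATP levels (CellTiter-Glo luminescence) are recorded after a ≥48 hr, 37 °C incubation.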
# TDP1 block – blocks human tyrosyl-DNA phosphodiesterase 1 | 350,000 compounds, 0.28% hits | AID 485290 | Q9NUW8 | Potency, µM (series often up to 130 µM), for inactives: at the top dose activity change, negative = inhibition, hits mostly inhibitors | recombinant TDP1, AlphaScreen DNA substrate cleavage; also: nearly all actives have a fitted effect of over 40% in size
# Target sequence (Q9NUW8 whole entry, looked up): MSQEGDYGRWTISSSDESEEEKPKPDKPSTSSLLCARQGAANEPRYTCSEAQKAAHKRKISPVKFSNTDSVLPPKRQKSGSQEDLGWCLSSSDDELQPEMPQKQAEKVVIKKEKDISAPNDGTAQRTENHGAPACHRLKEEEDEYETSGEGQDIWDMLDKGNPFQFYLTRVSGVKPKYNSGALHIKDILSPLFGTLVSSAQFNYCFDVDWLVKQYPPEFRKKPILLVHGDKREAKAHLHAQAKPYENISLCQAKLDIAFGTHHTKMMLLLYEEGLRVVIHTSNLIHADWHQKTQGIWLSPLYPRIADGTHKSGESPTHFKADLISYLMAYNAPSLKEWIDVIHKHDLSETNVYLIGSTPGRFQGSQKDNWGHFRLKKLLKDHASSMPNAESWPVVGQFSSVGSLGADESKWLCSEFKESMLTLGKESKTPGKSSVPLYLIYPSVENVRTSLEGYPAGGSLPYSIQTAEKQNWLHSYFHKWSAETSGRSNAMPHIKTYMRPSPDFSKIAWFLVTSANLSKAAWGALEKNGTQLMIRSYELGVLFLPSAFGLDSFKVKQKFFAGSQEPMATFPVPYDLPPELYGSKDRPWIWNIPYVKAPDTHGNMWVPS
#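 Enzyme-compound mixtures sat 15 min at room temperature, followed by a 5 min reaction with 15 nM final substrate and 10 min with AlphaScreen beads. Recombinant human Tdp1 was used at 1 nM final.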
# DT40 TDP1 CPT – DT40-hTDP1 cell growth loss with CPT; chicken DT40 Tdp1-/-;hTDP1 cells + 20 nM CPT, ATP luminescence, 48 h; Potency, µM (highest dose often 46.2 µM), for the others: at the top dose activity change, negative = growth inhibition, most hits filed as inhibitors; 420,000 compounds, 12% hits; AID 686979; also: nearly all actives have a fitted effect of over 55% in size
#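 Chicken DT40 Tdp1-/- cells stably complemented with human TDP1 were seeded at 400 cells/well in medium containing 20 nM camptothecin, exposed to pin-transferred compounds, and grown at 37 °C for at least 48 hr. Viability was read as ATP luminescence.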
# The depositor's hits bear a star; ? = inconclusive; nt = not tested or not shown; & = joins results of further samples; [ ] = dose if it differs, or a comment. Calls follow the shape of the dose curve; as a rule, active = well fitted curve in the direction sought with a large enough effect; inconclusive = small, poorly fitted or top-dose-only effect, or another doubt; inactive = no such curve, though single readings can be large; an effect the other way counts as inactive or inconclusive. % is scaled to controls: 0 for no effect and ±100 for the full control effect; potency is read from the fitted curve at half-maximal effect. Outcome played no part in choosing rows (roughly 18% active in at least one column).
SMILES,DT40 TDP1 no CPT,TDP1 block,DT40 TDP1 CPT
COc1cc(Nc2nc(SCc3cccc(Cl)c3)nc3ccccc23)cc(OC)c1,?,-10%,?
COc1c2c(nc3occc13)C(CC=C(C)C)(OC)C(=O)C=C2 (stereo not given),?,11%&0%,?
Cc1onc(C(=O)N2CCN(Cc3ccccc3)CC2)c1[N+](=O)[O-],-29%,4%,?
CCOC(CNC(=O)C(=O)Nc1cc2c3c(c1)CC(=O)N3CCC2)OCC,28%,3%,-14%
COc1ccc(CN2C(=O)N(c3ccc(F)cc3)C(=O)C2CC(=O)Nc2ccccc2)cc1 (stereo not given),13µM*,1%,13µM*
CN(C(=O)Cn1cccc1C1=NC(c2ccccc2)CO1)c1ccccc1 (stereo not given),-5%,2%,?
COc1ccc(CNC(=O)CCSCc2cccc(Cl)c2)c(OC)c1,?,0%,-25%
O=c1n(Cc2ccc(F)cc2)nc2n1-c1ccccc1SC2,?,2%,?
Cc1ccc(C(=O)NCC(=O)OCc2nc3ccsc3c(=O)[nH]2)cc1C,-20%,nt,2%
COc1cc(S(=O)(=O)N2CCCN(C)CC2)ccc1NC(C)=O,0%,nt,3%
CCOC(=O)N1CCN(C(=O)CN(c2cccc(C(F)(F)F)c2)S(C)(=O)=O)CC1,-3%,-5%,2%
O=C(Cn1nnc(-c2ccccc2)n1)OCc1ccccc1,-29%,-10%,7%

# An excerpt from above in order of length of the SMILES, high to low.
SMILES,DT40 TDP1 no CPT,TDP1 block,DT40 TDP1 CPT
CCOC(=O)N1CCN(C(=O)CN(c2cccc(C(F)(F)F)c2)S(C)(=O)=O)CC1,-3%,-5%,2%
CCOC(CNC(=O)C(=O)Nc1cc2c3c(c1)CC(=O)N3CCC2)OCC,28%,3%,-14%
O=C(Cn1nnc(-c2ccccc2)n1)OCc1ccccc1,-29%,-10%,7%

# The results go on:
SMILES,DT40 TDP1 no CPT,TDP1 block,DT40 TDP1 CPT
CCN(CC)CCn1c(NCc2cc(OC)ccc2OC)nc2ccccc21,?,0%,?
COc1cc(C2NC(=O)NC(C)=C2C(=O)OC(C)(C)C)ccc1OCC(=O)O (stereo not given),0%,3%,-19%
O=C(Nc1ccc(C(=O)O)cc1)Nc1cccc2ccccc12,3%,6%[56.1 µM],1%
CNCc1ccccc1Sc1cccc2ccccc12,23µM*,3%,23µM*
COc1ccc(/C=N/n2cnnc2SCc2ccc(OC)cc2)cc1,-11%,6%,-11%
COc1cccc(CNC(=O)Cn2cccc2C(=O)c2ccccc2C)c1,-2%,4%,-16%
CCCC(=O)N(Cc1cc2cc(OC)ccc2[nH]c1=O)c1ccc(OC)cc1,?,nt,?
Cc1ccc(CCNC(=O)c2cc(-c3ccncc3)nc3ccccc23)cc1,?,nt,?
Cc1ccc(C)c(S(=O)(=O)N2CCN(CC(=O)NC(=O)NCc3ccccc3)CC2)c1,?,8%,-7%
O=C(CCCc1cccs1)Nc1nc2c(s1)CCCC2,-21%,7%,-27%
O=C(Cn1ncc2c1-c1ccccc1OC2)N1CCN(c2ccccc2)CC1,16µM*,-2%,-30%
CCCCn1c(SCC(N)=O)nc2ccc(N3CCOCC3)cc2c1=O,?,4%,-23%

# Copied from above for reference:
SMILES,DT40 TDP1 no CPT,TDP1 block,DT40 TDP1 CPT
CCN(CC)CCn1c(NCc2cc(OC)ccc2OC)nc2ccccc21,?,0%,?
COc1cc(C2NC(=O)NC(C)=C2C(=O)OC(C)(C)C)ccc1OCC(=O)O (stereo not given),0%,3%,-19%
O=C(Nc1ccc(C(=O)O)cc1)Nc1cccc2ccccc12,3%,6%[56.1 µM],1%
CNCc1ccccc1Sc1cccc2ccccc12,23µM*,3%,23µM*
COc1ccc(/C=N/n2cnnc2SCc2ccc(OC)cc2)cc1,-11%,6%,-11%
COc1cccc(CNC(=O)Cn2cccc2C(=O)c2ccccc2C)c1,-2%,4%,-16%

# (listing goes on)
SMILES,DT40 TDP1 no CPT,TDP1 block,DT40 TDP1 CPT
Cc1ccc(NC(=O)C2CCCC2)cc1Cl,-10%,nt,15%
OC(COc1ccccc1)Cn1cc(Br)cn1 (stereo not given),24%,-2%,5%
CCN(CC)CCCNC(=O)Cn1ncc2c(=O)oc3ccc(C)cc3c21,0%,6%,-3%
COCCN(CC(=O)Nc1cccc(C)c1C)C(=O)c1ccc2ccccc2n1,?,0%[56.1 µM],?
Cn1c(=O)c(=O)n(C)c2cc(S(=O)(=O)N3CCC(N4CCCCC4)CC3)ccc21,-5%,nt,2%
COc1ccc(NC(=O)/C=C2\SC(=O)NC2=O)cc1,13%,8%,12%
CN(CC(=O)Nc1n[nH]c(=S)s1)S(=O)(=O)c1cccc2cccnc12,5%,nt,0%
CC(=O)c1cc2c(=O)c3ccccc3oc2nc1C,-11%,nt,-8%
CC(C)(C)NC(=O)CSc1nnc(NC(=O)c2ccccc2Cl)s1,-14%,0%,-23%
COc1ccc(CCNC(=O)CN2CCN(c3cccc(Cl)c3)CC2)cc1OC,21µM*,4%,21µM*
c1csc(C2Nc3ccccc3-c3nc4ccccc4n32)c1 (stereo not given),?,5%,16µM*
CCOc1ccc(S(=O)(=O)Nc2ccc3c(c2)N(C(C)=O)CCC3)cc1,18µM*,1%,?
CS(=O)(=O)c1ccc(NC(=O)c2cc3c(cc2Cl)N2CCCCCC2=NS3(=O)=O)cc1,-2%,nt,-5%
Cc1nn(C)c(C)c1NS(=O)(=O)c1ccc(OC(F)(F)F)cc1,?,-5%,23µM*
O=C(COC(=O)C1CC1)Nc1ncc(Cl)cc1Cl,?,?,?
C/C=C(\NNC(C)=O)c1ccc(O)cc1,?,nt,?
COc1ccccc1-n1c(C)nnc1SCC(=O)NCc1ccccc1,-8%,5%,2%
COc1ccc(N2C(=O)CC(Sc3nnnn3-c3ccc(F)cc3)C2=O)cc1 (stereo not given),2.9µM*,3%,1.5µM*
O=C(NCc1ccccc1)c1c(Cl)nc(Cl)c(Cl)c1Cl,18µM*,nt,?
COC(=O)C1(C(=O)OC)c2ccccc2N(S(=O)(=O)c2ccc(C)cc2)C1CC(C)=O (stereo not given),?,nt,?
COc1ccc(-c2csc(NC(=O)C3=NN(c4ccccc4)C(=O)CC3)n2)cc1,16µM*,-5%,15µM*
CCn1c(SCC(=O)Nc2nccs2)nnc1-c1ccc(S(=O)(=O)N2CCCCCC2)cc1,18µM*,6%,16µM*
CC(C)c1ccc(C2=CC(c3ccc(C(C)C)cc3)n3nnnc3N2)cc1 (stereo not given),15µM*,4%,15µM*
Cc1cc(Nc2ccc(C(=O)N3CCCCC3)cc2)c2cccc(C)c2n1,-24%,nt,-30%

# An excerpt of these results, as labelled records:
COc1ccccc1-n1c(C)nnc1SCC(=O)NCc1ccccc1
  DT40 TDP1 no CPT: -8% | TDP1 block: 5% | DT40 TDP1 CPT: 2%

COc1ccc(N2C(=O)CC(Sc3nnnn3-c3ccc(F)cc3)C2=O)cc1 (stereo not given)
  DT40 TDP1 no CPT: 2.9µM* | TDP1 block: 3% | DT40 TDP1 CPT: 1.5µM*

# (cont.)
SMILES,DT40 TDP1 no CPT,TDP1 block,DT40 TDP1 CPT
CCN(CC)S(=O)(=O)c1cc(NC(=O)c2cc(-c3ccccn3)nc3ccccc23)ccc1C,15µM*,5%,23µM*
CCOc1ccc(NC(=O)Cn2c(C)cc3ccccc3c2=O)cc1,0%,-3%,-9%
CN(C)c1ccc(-c2ccc3ncnc(NC4CC4)c3c2)cc1,13µM*,nt,8.2µM*
Cc1oc(-c2ccccc2F)nc1CS(=O)CC(=O)NC(C)C (stereo not given),4%,6%,6%
Cc1ccc2[nH]c(=O)c(COC(=O)c3ccccn3)cc2c1,0%,1%,2%
Cc1ccc(S(=O)(=O)N2CCN(Cc3nc4ccccc4[nH]3)CC2)cc1C,-6%,4%,1%
Cc1ccc(C)c(NC(=O)CN(C)C(=O)c2cccc(S(=O)(=O)N(C)C)c2)c1,3%,2%,0%
CCOC(=O)C1=C(C)NC2=C(C(=O)CC(C)(C)C2)C1c1ccc2c(c1)CCCN2C (stereo not given),-19%,7%,-16%
CCCC(C(=O)NC1CCCC1)N(CCCN1CCOCC1)C(=O)c1snc(C(N)=O)c1N (stereo not given),-3%,-2%,-2%
O=C(Cc1ccccc1)Nc1nc(=O)c2ccccc2s1,?,-2%,?
Cc1ccc(C(=O)Nc2ccc3c(c2)nc2n3CCSC2)cc1,-28%,5%,-26%
Cc1ccc(NS(=O)(=O)c2cc(C(=O)Nc3cccc(N(C)S(C)(=O)=O)c3)ccc2C)c(C)c1,18µM*,2%,16µM*
CCOc1ccc(NC(=O)N2CCN(Cc3cc(=O)n4nc(-c5ccc(OC)cc5)sc4n3)CC2)cc1,-20%,-3%,-2%
Cc1cccc(NC(=O)NCc2ccc3c(c2)OCO3)c1C,-15%,-11%,0%
O=C(O)CCn1cc(-c2ccc(Cl)cc2)nc1-c1ccc(Cl)nc1,-14%,0%,-2%
O=C(O)C1Nc2ccc(C(F)(F)F)cc2C2OCCC12 (stereo not given),-4%,nt,1%
COc1cccc(NC(=O)N2CCCC2C(=O)NC23CC4CC(CC(C4)C2)C3)c1 (stereo not given),-19%,nt,-13%
COC(=O)c1ccccc1NC(=O)c1cn(-c2ccc(C)c(C)c2)c(=O)c2ccccc12,23µM*,-2%,?
NC(c1ccccc1)c1csc(Nc2ccccn2)n1 (stereo not given),21µM*,nt,?
Cc1ccc(C)c(N2CC(C(=O)Nc3cc(C)on3)CC2=O)c1 (stereo not given),8%,nt,28%
COc1ccc(N(CC(=O)N2CCc3ccccc3C2)S(=O)(=O)c2c(C)[nH]c(=O)[nH]c2=O)cc1,-3%,6%,-14%
CCOc1cc(N2CCOCC2)c(OCC)cc1NC1=NCCCCC1,-1%,-2%,-4%
O=C(OC1C2C=CC1C1C(=O)NC21)c1ccccc1 (stereo not given),-23%,nt,2%
Cc1ccc2nc(C)cc(Cl)c2c1,23%,3%,2%
O=C(c1ccco1)N1CCN(Cc2nnnn2CC2CCCO2)CC1 (stereo not given),?,1%,?
CC(C)(C)NC(=O)C(c1ccc(Cl)cc1)N(CCO)C(=O)c1snc(C(N)=O)c1N (stereo not given),?,2%,13µM*
N#Cc1c(NC(=O)c2ccccc2)sc2c1CCC2,16µM*,-2%,18µM*
CCOC(=O)Cc1c(C)nc(-c2ccccc2)[nH]c1=O,-3%,0%,-3%
O=C(Nc1ccc2oc(-c3cccc(F)c3)nc2c1)c1ccccc1F,-7%,0%,-7%
CC(C)C(OC(=O)c1ccco1)C(=O)NCc1cccs1 (stereo not given),9%,0%,1%
COc1ccccc1CCn1cnc2c3cc(C)ccc3n(C)c2c1=O,12µM*,-3%,18µM*
Fc1ccc2nc(Nc3ccccc3)sc2c1,?,5%,-20%
CCc1ccc(NC(=O)CN(C(=O)N2CCN(CC)CC2)S(=O)(=O)c2ccc(C)cc2)cc1,-3%,nt,1%
CSc1nc2c(sc3ccccc32)c(=O)n1Cc1ccc(C)cc1,16µM*,-11%,21µM*
CCOc1ccc(C2C(=O)N(C3CCCCCC3)CC(=O)N2CCC2=CCCCC2)cc1OC (stereo not given),16µM*,8%,23µM*
CC1C(c2ccccc2)N(C)C(c2ccccc2)CC1(O)c1ccccc1 (stereo not given),?,-3%,?
C[C@H](CO)N1C[C@H](C)[C@@H](CN(C)C(=O)NC2CCCCC2)Oc2c(NS(=O)(=O)c3cn(C)cn3)cccc2C1=O,8%,1%,-5%
c1nc(COc2nsnc2N2CCOCC2)cs1,-14%,4%,1%
CCOC(=O)NC(=O)COC(=O)CNC(=O)c1cccc(OC)c1,4%,3%,13%
NC(=O)c1ccc(NC(=O)COC(=O)c2ccc([N+](=O)[O-])cc2)cc1,23%,5%,-7%
CCNc1ccc(C(=O)OCC(=O)Nc2cc(C)on2)cc1[N+](=O)[O-],-29%,nt,7%
COc1ccc(CNC(=O)c2cc(C3CC3)nc3c2cnn3C(C)C)cc1,?,-3%,?
O=C(Nc1cc(Cl)ccc1N1CCOCC1)c1ccco1,-9%,2%,1%
CCCCNC(=O)c1sc(=S)n(-c2ccccc2OC)c1N,?,-1%,-8%
O=C(c1cc2c(=O)oc3ccccc3c2s1)N1CCOCC1,-1%,4%,-6%
CN(Cc1ccccc1)C(=O)CSc1cc(=O)n(C)c2ccccc12,-17%,8%,35%[activator]
O=C(c1ccccc1)N(Cc1ccco1)Cc1cccs1,13µM*,5%,?
CC1=C(C(=O)N(C(C)C)C(C)C)CC(CC(=O)NCc2ccco2)C(=O)N1CCC1=CCCCC1 (stereo not given),?,nt,?
Cc1noc(C)c1C(=O)OCC(=O)/C=C1\N(C)c2ccccc2C1(C)C,?,2%,?
O=C(COc1ccc(S(=O)(=O)NCc2ccccc2)cc1Cl)NCc1ccncc1,?,8%,-11%
COc1ccc(N(C(=O)COc2c(C)cccc2C)S(=O)(=O)c2ccc(Cl)cc2)cc1,?,0%[12.3 µM],23µM*
